Screens deposited in PubChem BioAssay by National Center for Advancing Translational Sciences (NCATS).
Tau fil binding: binds recombinant human tau filaments. Potency, µM (top dose mostly 57.1 µM), for inactives: at the top dose activity change, negative = inhibition. P10636. 2% of 71,000 active. AID 596. recombinant tau filaments, thioflavin S fluorescence, 15 h; filaments grown with octadecylsulfate alongside compound;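 note: potency is the fitted concentration of half-maximal effect; % is set by controls: 0 for no effect and ±100 for the full control effect; actives lower thioflavin S fluorescence by blocking filaments or displacing dye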
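Thioflavine S fluorescence (ex 450, em 510 nm) reports filaments formed from 1 uM human tau plus 30 uM ODS over 15 h at 37 C (10 mM HEPES pH 7.4, 100 mM NaCl, 5 mM DTT); compounds displacing dye or blocking filaments lower signal.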
Texas Red fluor: Texas Red region autofluorescence; Compound fluorescence, Texas Red channel, 547/618 nm; stronger effect = higher value; 0.06% of 59,000 active; AID 587; max dye-equivalent concentration, M; in the data active = max dye-equivalent concentration above about 10 nM; inconclusive = between about 1.1 nM and that limit
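qHTS profiling of intrinsic compound fluorescence; 100 mM Tris pH 8.0; 15 min RT; ex 547 / em 618 nm; response expressed as Texas Red dye-equivalent concentration from six-point plate standard.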
Fluorescein autfl: compound autofluorescence in fluorescein spectral region | Compound autofluorescence, 480/540 nm, fluorescein-equivalent; stronger effect = higher value | max fluorescein-equivalent concentration, M | 0.91% of 59,000 active; in the data active = max fluorescein-equivalent concentration above about 10 nM; inconclusive = between about 1.1 nM and that limit
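Normalized response (dye-equivalent concentration) derives from comparing each well's 540 nm emission, under 480 nm excitation, with plate-resident fluorescein standards. Compounds were held in 100 mM Tris, pH 8.0, for 15 min at room temperature.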
Casp7 inh: caspase-7 (human) inhibition, allosteric or competitive; AID 889; P55210; Potency, µM (top dose mostly 57.5 µM), for inactives: top-dose activity change, negative = inhibition, hits mostly inhibitors; 0.02% of 75,000 active; recombinant caspase-7, Ac-DEVD-AFC fluorescence rate; active = well fitted inhibition curve with a large enough effect in the main read-out, with a control signal flat, not every such curve was filed as active; inconclusive = small, poorly fitted or top-dose-only effect, or a change in a side signal; note: potency is the fitted concentration of half-maximal effect; % of control where 0% means no effect
Target sequence (P55210 24-198 limits assumed): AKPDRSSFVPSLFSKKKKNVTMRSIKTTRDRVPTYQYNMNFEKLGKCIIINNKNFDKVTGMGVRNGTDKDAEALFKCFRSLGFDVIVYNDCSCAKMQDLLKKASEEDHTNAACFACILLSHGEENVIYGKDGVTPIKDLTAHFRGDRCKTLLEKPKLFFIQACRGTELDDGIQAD
Target sequence (P55210 207-303 limits assumed): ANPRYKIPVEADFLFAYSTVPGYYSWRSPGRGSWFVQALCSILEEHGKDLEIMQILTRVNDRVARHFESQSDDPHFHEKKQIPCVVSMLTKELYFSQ
Rhodamine autofl: compound autofluorescence in rhodamine spectral region; Rhodamine-region fluorescence, 547/598 nm, Tris buffer; stronger effect = higher value; max dye-equivalent concentration, M; 0.05% of 59,000 active; in the data active = max dye-equivalent concentration above about 11 nM; inconclusive = between about 1.1 nM and that limit
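Steps: pin-transfer compounds into pH 8.0 Tris (100 mM), hold 15 min at room temperature, image with a 547/598 nm filter pair, and convert intensities to rhodamine-equivalent concentration using a six-point on-plate rhodamine series.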
ERK AVP inh: vasopressin-driven ERK pathway inhibition | HEK293-V1b, vasopressin-stimulated pERK AlphaScreen | Potency, µM (doses to about 57.5 µM), for inactives: top-dose activity, negative = inhibition, actives largely listed as inhibitors | 0.99% of 72,000 active; note: potency is the fitted concentration of half-maximal effect; % is set by controls: 0 for no effect and ±100 for the full control effect; nearly all actives have a fitted effect of over 55% in size
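Overnight-seeded V1b-HEK293 cells in 1% FBS got compound, then vasopressin (25 nM final, 5 min, 37C), then lysis buffer. AlphaScreen detection of phospho-ERK; activity normalized to basal and full-stimulation controls.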
HEK293 cAMP ctrl: raises cAMP in parental HEK293 cells, TSHR agonist counter-screen; 2.5% of 73,000 active; Potency, µM (titrated, usually from 57.1 µM), inactives show at the top dose activation, actives largely listed as activators; AID 938; parental HEK293 CNG cAMP sensor, membrane potential fluorescence; note: potency is the fitted concentration of half-maximal effect; % of control where 0% means no effect; nearly all actives have a fitted effect of over 55% in size
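Parental HEK 293 cells stably expressing a cAMP-gated CNG channel were loaded with membrane potential dye containing 100 uM RO 20-1724 for 60 min. Compound added for 30 min; depolarization read as fluorescence intensity at 590 nm.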
FLuc inh: blocks Photinus pyralis firefly luciferase activity. Potency, µM (top dose mostly 57.1 µM), without a hit: top-dose activity change, negative = inhibition, usual class: inhibitors. 2.2% of 72,000 active. purified firefly luciferase, luminescence, 8 min; note: potency is the fitted concentration of half-maximal effect; % is set by controls: 0 for no effect and ±100 for the full control effect; nearly all actives have a fitted effect of over 40% in size
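Firefly luciferase (PKLight detection mix) with 10 uM ATP in pH 7.2 imidazole buffer (KCl, MgCl2, Tween 20, BSA). Compounds tested across a concentration series (qHTS). Luminescence read after 8 min at ambient temperature.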
Casp1 inh: allosteric or competitive inhibitors of human caspase-1 | AID 900 | Potency, µM (series often up to 57.5 µM), inactives show top-dose activity change, negative = inhibition, most hits filed as inhibitors | Caspase-1 enzyme, Ac-WEHD-AFC fluorogenic rate | 0.03% of 75,000 active;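 note: potency is the fitted concentration of half-maximal effect; plate controls were vehicle for no effect and no substrate for full effect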
Target sequence (P29466 120-297 limits assumed): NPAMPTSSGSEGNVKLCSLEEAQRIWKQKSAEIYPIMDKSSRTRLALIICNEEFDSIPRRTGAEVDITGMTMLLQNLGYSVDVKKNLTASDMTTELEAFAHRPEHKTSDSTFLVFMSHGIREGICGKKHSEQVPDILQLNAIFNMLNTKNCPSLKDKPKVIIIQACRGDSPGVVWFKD
Target sequence (P29466 317-404 limits assumed): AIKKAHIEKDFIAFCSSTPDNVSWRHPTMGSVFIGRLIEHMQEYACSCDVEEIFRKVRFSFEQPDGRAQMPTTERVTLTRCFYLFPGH
USP2a inhib: inhibitors of human ubiquitin-specific protease USP2a; USP2a enzymatic assay, qHTS inhibition; Potency, µM (doses to about 38.3 µM), for inactives: at the highest dose activity change, negative = inhibition, actives largely listed as inhibitors; 0.1% of 60,000 active; AID 927;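 note: potency is the fitted concentration of half-maximal effect; nearly all actives have a fitted effect of over 60% in size; plate controls were DMSO for no effect and NEM full inhibition control for full effect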
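Inhibition is measured in a cell-free coupled assay with 20 nM USP2 core, 20 nM Ub-PLA2 and 20 uM NBD C6-HPC, 2.5 h incubation. Activity normalized to NEM control.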
HADH2 inh: inhibitors of human HADH2 dehydrogenase; Q99714; recombinant HADH2, NADH fluorescence, beta-hydroxybutyryl-CoA; Potency, µM (series often up to 57.1 µM), for the others: top-dose activity change, negative = inhibition, hits mostly inhibitors; 3.4% of 73,000 active; note: potency is the fitted concentration of half-maximal effect; % is set by controls: 0 for no effect and ±100 for the full control effect; nearly all actives have a fitted effect of over 60% in size; many of its hits are not listed in these tables
Target sequence (Q99714 whole entry, looked up, one chain of several): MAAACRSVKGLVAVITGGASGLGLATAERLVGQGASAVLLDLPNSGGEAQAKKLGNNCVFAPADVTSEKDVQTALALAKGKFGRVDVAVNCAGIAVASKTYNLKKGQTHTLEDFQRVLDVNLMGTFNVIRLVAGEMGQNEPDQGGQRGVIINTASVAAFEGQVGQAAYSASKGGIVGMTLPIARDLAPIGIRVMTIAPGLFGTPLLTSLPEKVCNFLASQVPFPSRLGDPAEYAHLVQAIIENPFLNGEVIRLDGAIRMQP
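Buffer 100 mM Tris-HCl pH 9.0/0.01% Tween-20; HADH2 20 nM; NAD+ 1 mM; beta-hydroxybutyryl-CoA 90 uM (all final). 15 min cpd preincubation, RT.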
Numbers without * were called inactive; i = inactive; ? = inconclusive; nt = not tested or not shown; [ ] = remark or other dose. Unless noted, calls come from the whole dose curve; as a rule, active = well fitted curve in the direction sought with a large enough effect; inconclusive = small, poorly fitted or top-dose-only effect, or another doubt; inactive = no such curve, though single readings can be large; an effect the other way counts as inactive or inconclusive. This is a subset; count on the stated rates, not on these rows.

Each structure is followed by: HADH2 inh | ERK AVP inh | Texas Red fluor | Tau fil binding | Rhodamine autofl | USP2a inhib | Casp1 inh | Fluorescein autfl | HEK293 cAMP ctrl | FLuc inh | Casp7 inh
- O=C(c1ccc(CS(=O)(=O)Cc2ccc(Cl)cc2)o1)N1CCCC1
    -1% | -12% | i | 6% | i | -5% | -1% | i | 3% | 2% | -1%
- CC(C)=CCC/C(C)=C/CC/C(C)=C/CSc1ccccc1C(=O)O
    ? | 29% | i | 1% | i | -13% | -7% | ? | 13% | 2% | -10%
- C=CCOC(=O)CCC(=O)Nc1cc(OC)nc(OC)n1
    0% | -10% | i | 5% | i | 6% | -1% | ? | -4% | 0% | 0%
- N[C@@H](CO)C(=O)NNCc1ccc(O)c(O)c1O
    0.79µM* | 10%[25.7 µM] | i | 10%[25.6 µM] | i | -12%[17.1 µM] | -4%[25.7 µM] | ? | -1%[25.6 µM] | 3%[25.5 µM] | 0%[25.7 µM]
- CCCC(=O)C1=C(O)C(C(=O)OC)C(C)(C)CC1=N (configuration not stated)
    2% | -22% | nt | 8% | nt | 3% | -2% | nt | -2% | 0% | -1%
- COc1ccc(-c2[nH]nc3c2C(c2ccc(OC(=O)N4CCOCC4)cc2)C(C#N)=C(N)O3)cc1 (configuration not stated)
    -10% | ? | i | -2% | i | 32%[activator] | -6% | ? | 7% | 1% | -1%
- CCn1c(Cc2ccccc2)nnc1SCC(=O)Nc1nnc(-c2ccccc2)s1
    4% | -14% | i | 14% | i | 16% | -1% | i | ? | 1% | -1%
- CCC(C)NC(=O)CSC1=Nc2ccccc2C2=NC(CC(=O)NCc3ccccc3)C(=O)N12 (configuration not stated)
    25µM* | 19% | i | -5% | i | 12% | -2% | i | 2% | -3% | 0%
- O=C1c2c(O)ccc([N+](=O)[O-])c2C(=O)c2c([N+](=O)[O-])ccc(O)c21
    -25% | -9% | nt | 0.2µM* | nt | nt | -7% | nt | -118%[inhibitor] | nt | -3%
- COc1cc2oc(=O)c(Br)c(C)c2c(OC)c1OC
    -5% | -26% | nt | 5% | nt | 4% | -2% | nt | ? | 2% | 0%

Brought forward from above: four compounds, then new ones.
Each structure is followed by: HADH2 inh | ERK AVP inh | Texas Red fluor | Tau fil binding | Rhodamine autofl | USP2a inhib | Casp1 inh | Fluorescein autfl | HEK293 cAMP ctrl | FLuc inh | Casp7 inh
- CCn1c(Cc2ccccc2)nnc1SCC(=O)Nc1nnc(-c2ccccc2)s1
    4% | -14% | i | 14% | i | 16% | -1% | i | ? | 1% | -1%
- CCC(C)NC(=O)CSC1=Nc2ccccc2C2=NC(CC(=O)NCc3ccccc3)C(=O)N12 (configuration not stated)
    25µM* | 19% | i | -5% | i | 12% | -2% | i | 2% | -3% | 0%
- O=C1c2c(O)ccc([N+](=O)[O-])c2C(=O)c2c([N+](=O)[O-])ccc(O)c21
    -25% | -9% | nt | 0.2µM* | nt | nt | -7% | nt | -118%[inhibitor] | nt | -3%
- COc1cc2oc(=O)c(Br)c(C)c2c(OC)c1OC
    -5% | -26% | nt | 5% | nt | 4% | -2% | nt | ? | 2% | 0%
- O=C(NC1CCCCC1)NC1(C(=O)NCCCN2CCOCC2)CCCCC1
    9% | -13% | i | -3% | i | -3% | 2% | i | 5% | 3% | 1%
- COc1ccccc1N1CC(O)=C(c2nc3ccccc3s2)C1=N
    ? | -21% | ? | 4% | i | 17% | 0% | i | 6% | -4% | -2%
- Cc1cc(C)nc(SCc2ccc3nonc3c2)n1
    ? | 71%[activator] | nt | -10% | nt | 5% | 2% | nt | ? | -2% | 0%
- COCc1nnc(NC(=O)CCCOc2ccccc2OC)s1
    -26% | -7% | i | -8% | i | 8% | -1% | i | 4% | 3% | 1%
- COc1ccc(C(=O)SC2=NCCS2)cc1OC
    ? | -22% | nt | 4%[11.4 µM] | nt | -3%[7.66 µM] | 2% | nt | -6%[11.4 µM] | 2% | 0%
- O=c1[nH]c(CN2CCN(Cc3ccc4c(c3)OCO4)CC2)nc2sc3c(c12)CCC3
    9% | 9% | i | 7% | i | 4% | -2% | i | 3% | 0% | -1%
- CC1CC(=O)C2=C(C1)Nc1ccccc1N(C(=O)COc1ccccc1)C2c1ccco1 (configuration not stated)
    5% | -5% | ? | -5% | i | 25% | 2% | i | ? | 1% | 1%
- Cn1c(SCC(=O)NCc2cccs2)nnc1-c1ccco1
    7% | 39%[activator] | i | -3% | i | 8% | -1% | i | 7% | -1% | -2%
- COc1ccc(C2/C(=C(/O)c3ccc(F)cc3)C(=O)C(=O)N2CCCN(C)C)cc1 (configuration not stated)
    0% | -7% | nt | 3% | nt | -3% | 1% | nt | 4% | -11% | 1%
- Cc1cc(Nc2ccc3c(c2)OCCO3)n2ncnc2n1
    -6% | ? | i | -6% | i | -1% | 2% | ? | 27% | -2% | -1%
- O=C(Nc1nc(-c2ccccc2)cs1)C1CCCO1 (configuration not stated)
    8% | -5% | i | -10% | i | -2% | -1% | i | 4% | -24% | 0%
- O=C(c1ccco1)N1CCN(C(=O)C2c3ccccc3Oc3ccccc32)CC1
    -3% | -8% | i | 8% | i | 16% | -1% | i | 14% | -2% | 0%
- CCN1C(=O)NC(c2cccnc2)C(C(=O)OC)=C1C (configuration not stated)
    -7% | -10% | nt | -3% | nt | -5% | -3% | nt | -17% | 2% | -1%
- CCn1cc(C(=O)OCC(=O)NCc2ccc3c(c2)OCO3)c(=O)c2ccc(C)nc21
    2% | 8% | i | 16% | i | 15% | -1% | i | 20% | -3% | -1%
- CCOC(=O)CCC(=O)NCc1ccc2c(c1)cc(C)n2C
    -9% | 24% | i | 46% | i | 11% | -15% | ? | 6% | -3% | -10%
- Cc1nc(NCc2ccccc2)c2nc(-c3ccccc3)n(C(C)CN(C)C)c2n1 (configuration not stated)
    -9% | -1% | nt | -10% | nt | nt | -1% | nt | 24% | nt | 1%
- CCOC(=O)N1CCC(N2Cc3cccc(C(=O)NC(C)c4ccc5c(c4)OCCO5)c3C2=O)CC1 (configuration not stated)
    14% | -12% | nt | 48% | nt | nt | -6% | nt | -4% | -1% | -3%
- O=C(CCN1CCCCCC1)Nc1cccc(Cl)c1
    -5% | -27% | i | -21% | i | -11% | 0% | i | 16% | 1% | 1%
- O=C(c1ccco1)N1CCN(C(=O)c2ccccc2OC(=O)C23CC4CC(CC(C4)C2)C3)CC1
    2% | -10% | i | -4% | i | 36%[activator] | -3% | i | 10% | 1% | -1%
- CC(CN1CCCCC1)OC(=O)c1ccc(Cl)cc1Cl (configuration not stated)
    -3% | -1% | i | -3% | i | 1% | -3% | i | 9% | -10% | -1%
- CC1Cc2ccccc2N1S(=O)(=O)c1cccs1 (configuration not stated)
    -8% | -23% | ? | ? | ? | 1% | -6% | ? | 18% | 2% | -4%
- Cc1nc2sc3c(c2c(=O)[nH]1)CCCC3
    0%[11.4 µM] | -22%[11.5 µM] | i | 6%[11.4 µM] | i | nt | 0%[11.5 µM] | i | -6%[11.4 µM] | 1%[11.4 µM] | 1%[11.5 µM]
- CC(C)c1ccc(S(=O)(=O)N2CCN(CC(=O)Nc3ccc4c(c3)OCO4)CC2)cc1
    2% | 32%[activator] | i | -6% | i | 15% | -2% | i | ? | 1% | -3%
- COCc1cc(C)nc(SCC(=O)Nc2cccc(C)c2C)c1C#N
    -2% | 18% | ? | 8% | i | 7% | 1% | i | 2% | 2% | 4%
- COc1ccc(CN2CCN(c3cccc(C)c3C)CC2)cc1OC
    0% | 19% | nt | -6% | nt | 0% | -2% | nt | ? | 1% | -2%
- CCS(=O)(=O)N1CCC(c2nc(-c3ccc(C(F)(F)F)cc3)no2)CC1
    13% | -9% | i | 21% | i | 6% | 2% | ? | 23% | 0% | 0%
- CC1CCCCN1C(=O)C1CC(c2ccc(F)cc2)=NO1 (configuration not stated)
    -1% | 10% | i | -5% | i | 0% | 0% | i | 28% | -10% | 0%
- O=C(c1c(F)c(F)c(F)c(F)c1F)N1CCc2ccccc21
    6% | -8% | i | 20% | i | 3% | 0% | i | 18% | 0% | 0%
- CCCc1cc2c(n1CCc1ccc(Cl)cc1)C(C)C1CN(C(=O)c3ccccc3)C(C)(C(=O)OC)C21 (configuration not stated)
    -12% | 26% | nt | -1% | nt | nt | 0% | nt | ? | nt | -7%
